Bioassay records (PubChem BioAssay)
ELG1 genotox: inducers of genotoxicity in HEK293T ELG1-luciferase cells; 1.3% of 330,000 active; Potency, µM (highest dose often 46 µM), for inactives: top-dose activity change, positive = activation, usual class: activators; HEK293T ELG1-luciferase reporter, luminescence, 16 h; also: potency is read from the fitted curve at half-maximal effect; % of control where 0% means no effect; nearly all actives have a fitted effect of over 60% in size
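After overnight (16 hr) compound treatment at 37 °C, ELG1-luciferase HEK293T cells were lysed with ONE-Glo; luminescence quantified 30 min later at room temperature.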
BRCA1 expr up: BRCA1 expression activation; MCF7-BRCA1-FFLuc reporter, luminescence, 48 h; response scale: scaled: vehicle 0%, 10 µM genistein 100%; Potency, µM (titrated, usually from 46.1 µM), for inactives: at the highest dose activation, hits mostly activators; 1.1% of 380,000 active; AID 624202; also: potency is read from the fitted curve at half-maximal effect; nearly all actives have a fitted effect of over 80% in size; some results filed as inactive show a strong effect at the top dose
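Compounds are tested at multiple concentrations on MCF7 BRCA1-luciferase reporter cells seeded at 2000 per well; after 48 h, a single luminescence end-point is taken and curves fitted to the normalized data.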
FLuc counter: inhibits or activates purified firefly luciferase, miR-21 counter-screen | purified FLuc, Km substrates, luminescence inhibition | AID 588342 | Potency, µM (series often up to 57.5 µM), for inactives: at the highest dose activity change, negative = inhibition, usual class: inhibitors | P08659 | 6.9% of 360,000 active;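 also: potency is read from the fitted curve at half-maximal effect; plate controls were vehicle for no effect and reference inhibitor for full effect; nearly all actives have a fitted effect of over 55% in size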
Target sequence (P08659 whole entry, looked up): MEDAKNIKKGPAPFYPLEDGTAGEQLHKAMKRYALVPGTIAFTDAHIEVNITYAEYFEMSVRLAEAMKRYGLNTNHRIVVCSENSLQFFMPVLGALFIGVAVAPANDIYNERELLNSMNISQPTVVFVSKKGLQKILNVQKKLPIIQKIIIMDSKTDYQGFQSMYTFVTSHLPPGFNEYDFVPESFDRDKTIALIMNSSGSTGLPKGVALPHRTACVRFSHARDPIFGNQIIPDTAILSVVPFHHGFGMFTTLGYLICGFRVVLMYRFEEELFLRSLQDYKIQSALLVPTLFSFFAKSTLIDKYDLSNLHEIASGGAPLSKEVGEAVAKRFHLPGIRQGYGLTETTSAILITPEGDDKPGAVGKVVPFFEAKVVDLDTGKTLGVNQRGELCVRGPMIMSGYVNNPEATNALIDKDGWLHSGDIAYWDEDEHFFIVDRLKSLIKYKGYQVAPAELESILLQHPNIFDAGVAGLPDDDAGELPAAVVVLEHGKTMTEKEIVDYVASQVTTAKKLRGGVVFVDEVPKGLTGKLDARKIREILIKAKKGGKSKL
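Purified P. pyralis luciferase, 10 nM final, with Km-level 10 uM D-luciferin and 10 uM ATP in 50 mM Tris acetate pH 7.5, 10 mM Mg acetate, 0.01% Tween-20, 0.05% BSA; 6-point qHTS titration about 60 µM downward; luminescence read.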
NPC1 promoter act: NPC1 promoter activation; Huh7 NPC1 promoter luciferase reporter, 24 h; Potency, µM (highest dose often 9.22 µM), inactives show at the highest dose activation, usual class: activators; 2.4% of 320,000 active; AID 485313;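 also: potency is read from the fitted curve at half-maximal effect; % of control where 0% means no effect; nearly all actives have a fitted effect of over 60% in size; reporter is driven by a mutant NPC1 promoter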
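Stable NPC1-promoter luciferase Huh7 line; cpd (DMSO) 24 h, 37 °C, 5% CO2; Amplite luciferase reagent 10 min RT; luminescence readout. qHTS format.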
p53 reactivator: re-activators of mutant p53. H1299 p53-A138V BP100-luciferase reporter, luminescence, 24 h. Potency, µM (top dose mostly 92.2 µM), for the others: top-dose activity change, positive = activation, usual class: activators. 0.063% of 320,000 active. AID 504706; also: potency is read from the fitted curve at half-maximal effect; % of control where 0% means no effect; nearly all actives have a fitted effect of over 45% in size
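p53-null H1299 cells stably carrying temperature-sensitive p53-A138V and a BP100-luciferase reporter were pinned with compounds (4-point, 1:5 series) and held 24 hrs at 37 deg C. Luminescence was read 10 min after detection reagent.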
RORgamma inh: ROR gamma (mouse) transcription inhibition. Drosophila S2 Gal4-RORgamma UAS-luciferase reporter, 20 h. Potency, µM (top dose mostly 53.6 µM), for the others: at the top dose activity change, negative = inhibition, hits mostly inhibitors. 5.4% of 310,000 active. AID 2551. P51450; also: potency is read from the fitted curve at half-maximal effect; % is scaled to controls: 0 for no effect and ±100 for the full control effect; nearly all actives have a fitted effect of over 60% in size
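Using a luciferase readout, inhibitors were identified by reduced reporter activity in Drosophila cells coexpressing a copper-inducible Gal4–ROR gamma fusion and UAS-driven Photinus luciferase, incubated 20 hr after 700 uM copper sulfate.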
PKM2 activator: PKM2 (human) enzyme activation; P14618; purified PKM2, Kinase-Glo ATP luminescence, activation; response scale: 0% is enzyme alone, no compound; Potency, µM (titrated, usually from 57.5 µM), without a hit: top-dose activation, usual class: activators; 0.34% of 260,000 active; AID 1631; also: potency is read from the fitted curve at half-maximal effect; % is scaled to controls: 0 for no effect and ±100 for the full control effect; nearly all actives have a fitted effect of over 55% in size
Target sequence (P14618 whole entry, looked up): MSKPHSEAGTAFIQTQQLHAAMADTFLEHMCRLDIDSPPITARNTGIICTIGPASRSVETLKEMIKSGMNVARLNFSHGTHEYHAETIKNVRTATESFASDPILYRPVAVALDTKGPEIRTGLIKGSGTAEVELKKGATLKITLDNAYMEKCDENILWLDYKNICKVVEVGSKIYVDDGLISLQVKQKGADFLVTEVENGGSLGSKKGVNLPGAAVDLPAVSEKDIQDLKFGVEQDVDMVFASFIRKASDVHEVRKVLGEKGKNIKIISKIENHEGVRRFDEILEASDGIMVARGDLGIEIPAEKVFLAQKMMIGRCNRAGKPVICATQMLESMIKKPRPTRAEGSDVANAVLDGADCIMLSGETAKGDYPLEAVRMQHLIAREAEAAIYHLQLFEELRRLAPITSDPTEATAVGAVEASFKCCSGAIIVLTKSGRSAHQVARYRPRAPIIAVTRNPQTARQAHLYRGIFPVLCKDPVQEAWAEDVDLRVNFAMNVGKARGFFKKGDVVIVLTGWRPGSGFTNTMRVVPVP
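Purified hPK-M2 (>95%) run at intermediate activity with 0.1 mM ADP and 0.5 mM PEP in 50 mM imidazole pH 7.2, KCl, MgCl2; 1 h room temperature. ATP formed read by Kinase-Glo luminescence; normalized to uninhibited and no-enzyme controls.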
Gal4-VP16 FLuc: inhibits Gal4-VP16 luciferase reporter, ROR gamma counter-screen; 3.5% of 310,000 active; Potency, µM (series often up to 53.6 µM), for inactives: top-dose activity, negative = inhibition, usual class: inhibitors; Drosophila S2 Gal4-VP16 UAS-luciferase, luminescence, 20 h;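 also: Gal4-VP16 expression switched on by copper sulfate through the metallothionein promoter; potency is read from the fitted curve at half-maximal effect; % is scaled to controls: 0 for no effect and ±100 for the full control effect; nearly all actives have a fitted effect of over 50% in size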
Rab9 prom act: Rab9 promoter activation; 2.8% of 320,000 active; Potency, µM (titrated, usually from 9.22 µM), inactives show at the top dose activation, negative = inhibition, hits mostly activators; Huh7 Rab9 promoter-luciferase reporter, luminescence, 24 h; also: potency is read from the fitted curve at half-maximal effect; % of control where 0% means no effect; nearly all actives have a fitted effect of over 60% in size
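Measured in stably transfected Huh7 cells bearing a Rab9 promoter–luciferase construct: 24 h compound treatment at 37 °C, followed by luminescence detection.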
Giardia killer: Giardia lamblia killing | 0.15% of 340,000 active | activity change, % at 7.66 µM, hits read low | Giardia lamblia trophozoite viability; in the data active = activity change below about -80%; inconclusive = between about -30% and that limit;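 also: parasites exposed to compound for two days anaerobically before the ATP read; % is scaled to controls: 0 for no effect and ±100 for the full control effect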
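Media and compound were dispensed first, then trophozoites at 100 cells/well; plates sat 48 hrs at 37 deg C without oxygen before ATP luminescence reagent was added and read after 15-30 min at room temperature.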
Menin-MLL TR inh: menin-MLL binding inhibition, Texas Red mutant peptide | Menin + Texas Red MLL mutant peptide, fluorescence polarization | 0.23% of 270,000 active | Potency, µM (doses to about 61.6 µM), for inactives: at the highest dose FP activity change, negative = inhibition, hits mostly inhibitors | AID 1768; active = well fitted inhibition curve with a large enough effect in the polarisation, with a control signal flat, not every such curve was filed as active; inconclusive = small, poorly fitted or top-dose-only effect, or effect the other way, or a change in a side signal; inactive = no such curve, though single readings can be large or run the other way; the % refers to the polarisation; also: potency is read from the fitted curve at half-maximal effect; % of control where 0% means no effect; many of its hits are not listed in these tables
An asterisk follows results filed as active; u = inconclusive; x = no result given; [ ] = dose if it differs, or a comment. Unless noted, calls follow the shape of the dose curve; as a rule, active = well fitted curve in the direction sought with a large enough effect; inconclusive = small, poorly fitted or top-dose-only effect, or another doubt; inactive = no such curve, though single readings can be large; an effect the other way counts as inactive or inconclusive.

The opening 2 compounds, ahead of the listing:
SMILES	ELG1 genotox	BRCA1 expr up	FLuc counter	NPC1 promoter act	p53 reactivator	RORgamma inh	PKM2 activator	Gal4-VP16 FLuc	Rab9 prom act	Giardia killer	Menin-MLL TR inh
O=C(OCCOc1ccccc1Cl)c1ccc(-n2cnnn2)cc1	4%	18%	21µM*	1%	16%	18%	u	7%	6%	-21	u
CC(=O)c1ccc(OCC(=O)Nc2c(C)nn(-c3ccccc3)c2C)cc1	-25%	-22%	14%	1%	-7%	x	x	x	0%	3	x

The whole of this part, from the first entry:
SMILES	ELG1 genotox	BRCA1 expr up	FLuc counter	NPC1 promoter act	p53 reactivator	RORgamma inh	PKM2 activator	Gal4-VP16 FLuc	Rab9 prom act	Giardia killer	Menin-MLL TR inh
O=C(OCCOc1ccccc1Cl)c1ccc(-n2cnnn2)cc1	4%	18%	21µM*	1%	16%	18%	u	7%	6%	-21	u
CC(=O)c1ccc(OCC(=O)Nc2c(C)nn(-c3ccccc3)c2C)cc1	-25%	-22%	14%	1%	-7%	x	x	x	0%	3	x
c1ccc2c(c1)C(=NCC1CCCO1)NC2=NCC1CCCO1 (centres undefined)	0%	-1%	3%	-2%	9%	-15%	1%	-5%	10%	17	1%
Cc1ccc(CNS(=O)(=O)NCc2ccccc2)cc1	-5%	-2%	0%	-3%	4%	-14%	-4%	0%	-9%	4	-5%
CC(C)(C)C1CCC(C(=O)Nc2ccccc2N2CCOCC2)CC1 (centres undefined)	-2%	-1%	x	-7%	9%	x	x	x	1%	12	x
COc1ccc(CCCC(=O)NCCc2ccccc2)cc1	0%	-1%	0%	1%	11%	8%	18%	-16%	-1%	7	1%
CC(Oc1ccccc1F)C(=O)NNC(=O)c1cccc(S(=O)(=O)N2CCN(C)CC2)c1 (centres undefined)	2%	5%	3%	1%	-8%	x	x	x	9%	-6	x
COc1ccc(C(=O)OCC(=O)c2ccc[nH]2)cc1	u	89%	27µM*	u	u	x	x	x	u	-2	x
CCOc1ccc(C(C(=O)NCC2CCCO2)N(C(=O)c2snc(C(N)=O)c2N)c2ccccc2F)cc1 (centres undefined)	-50%[inhibitor]	-23%	4%	0%	-4%	34%	x	8%	0%	-9	x
Cc1ccc(C2CCN(C(=S)NC3CCCCC3)C2)cc1 (centres undefined)	-7%	16%	u	0%	u	u	-1%	u	-3%	-28	-6%
Cn1c(CCc2nc3ccccc3[nH]2)n[nH]c1=S	u	-7%	-3%	0%	3%	u	6%	-8%	-4%	1	-8%
Cc1ccc(-n2cnc3cc(NCc4cccs4)ccc32)cc1	9.2µM*	u	11µM*	u	u	-7%	-8%	u	u	8	-4%
COc1ccc(C(=O)CSc2nnc(CNc3nc(-c4ccccc4)cs3)n2C)cc1	-5%	-10%	4%	-4%	-7%	20%	1%	18%	-2%	-2	21%
Cc1ccccc1C(=O)N1N=C(c2ccc(NS(C)(=O)=O)cc2)CC1c1cccs1 (centres undefined)	0%	-38%	-3%	2%	-7%	-9%	x	-9%	2%	19	u
Cc1ccc(/C=C/C(=O)NCC2COc3ccccc3O2)o1 (centres undefined)	1%	16%	u	0%	6%	u	27%	26%	8%	u	1%
Cc1cccc(-n2ncc3c(NCCCO)ncnc32)c1	3.7µM*	u	6.7µM*	2.5µM*	u	8%	-2%	-8%	1.1µM*	3	-4%
Cc1ccc(NC(=O)CSc2nc(O)c(Cc3ccccc3)c(=O)n2-c2ccccc2)cc1	3%	-25%	u	-3%	0%	43%	1%	-9%	1%	1	15%
COCC1CCN(C(=O)c2cc(COc3ccc4c(c3)CCCC4)on2)C1 (centres undefined)	1%	17%	-10%	-2%	1%	24%	x	-12%	0%	18	x
Cc1cccc(N(Cc2cc3ccccc3[nH]c2=O)S(=O)(=O)c2ccccc2)c1	-5%	-56%	4%	-4%	5%	u	3%	-13%	1%	-6	6%
O=C(NCC(c1cccs1)N1CCOCC1)c1ccccc1NS(=O)(=O)c1cccc([N+](=O)[O-])c1 (centres undefined)	-4%	-51%	2%	-3%	0%	u	14%	u	0%	0	4%
N#Cc1cccc(NC(=O)CCNC(=O)c2ccccc2Cl)c1	-4%	-12%	0%	0%	3%	14%	x	9%	1%	-12	1%
COCCN(C(=O)COC(=O)/C=C/c1ccc(OC)c(OC)c1)c1c(N)n(Cc2ccccc2)c(=O)[nH]c1=O	-6%	-10%	-3%	-6%	-2%	x	x	x	-1%	-12	x
COc1ccc(Cl)cc1Nc1nc(C)cc(=O)[nH]1	-2%	-29%	6%	-1%	-13%	-12%[0.365 µM]	0%	x	-3%	u	2%
Cc1ccc2nc3n(c(=O)c2c1)CCC3	5%	-4%	4%	1%	3%	14%	2%	0%	-1%	16	-18%
O=C(N/N=C/c1ccccc1C(=O)O)c1cccc(S(=O)(=O)N2CCOCC2)c1	1%	6%	12µM*	1%	5%	x	x	x	1%	10	x
Cc1ccc(C(=O)N=c2sccn2C)cc1C	10%	u	-1%	-2%	-6%	-2%	7%	0%	-1%	-25	x
Brc1ccc(C2Nc3cccc4cccc(c34)N2)s1	0%	-29%	u	20%	-7%	-34%	6%	-5%	u	10	u
Cc1nnc(SCC(=O)NC(=O)NCc2ccco2)n1Cc1ccccc1	0%	-7%	1%	-1%	-1%	9%	10%	-6%	-2%	2	-2%
Cc1ncoc1C(=O)N1CCCC(C(=O)c2ccc(Oc3ccccc3)cc2)C1 (centres undefined)	-8%	7%	-1%	3%	-5%	u	-7%	u	2%	-16	-16%
COC(=O)Nc1ccc(S(=O)(=O)N2CCN(c3ccc(F)cc3)CC2)cc1	0%	-32%	-2%	-5%	-10%	u	-3%	-22%	-3%	14	u
Cc1ccnc(NC(=O)c2cccc(S(=O)(=O)N3CCCc4ccccc43)c2)c1	7.3µM*	-22%	4.8µM*	0%	11%	x	x	x	0%	-2	x
O=C(CN1CCOCC1)Nc1nc2ccc([N+](=O)[O-])cc2s1	-3%	-24%	-1%	-5%	2%	23%	-4%	-1%	-2%	10	11%
COc1ccccc1C1CC(c2ccc(Br)cc2)=NN1C(=O)c1cccnc1 (centres undefined)	-12%	-82%	-2%	-9%	-8%	4%	3%	-19%	-11%	-2	u
COCc1cc(=O)[nH]c(SCC(=O)N2CCOCC2)n1	3%	0%	6%	3%	-13%	-16%	-7%	0%	-2%	4	x
CC(C)[C@H](NC(=O)N1c2ccccc2NC(=O)[C@@H]1C(C)C)C(=O)N[C@@H](Cc1ccccc1)C(=O)O	7%	14%	0%	3%	x	2%	-2%	9%	10%	0	4%
COc1ccc(/C=N/NC(=O)c2ccccc2O)cc1Cn1nnc2ccccc21	1%	1%	21µM*	0%	-3%	-44%	-8%	u	1%	-12	x
CCN(C(=O)CSc1nc(C)nc2sc(C)c(C)c12)c1ccc(F)cc1	0%	-9%	4%	-3%	-1%	x	x	x	-1%	10	x
O=C(C1CCOCC1)N1CCC(CO)(CCc2ccccc2)CC1	1%	-11%	-1%	-9%	-1%	4%	0%	2%	-4%	0	-14%
O=C(CN1CCN(S(=O)(=O)c2ccc3ccccc3c2)CC1)Nc1ccc2c(c1)CCC2	-8%	-70%[inhibitor]	2%	-3%	6%	u	-5%	6%	-11%	16	7%
Cc1[nH][nH]c(=O)c1C(c1ccc(O)c(Br)c1)c1c(C)[nH][nH]c1=O	-3%	-25%	0%	-4%	-2%	5%	x	-12%	-6%	-2	5%
O=C(c1nc2nc(-c3ccccc3)cc(C(F)(F)F)n2n1)N1CCCCC1	-6%	-15%	-1%[2.3 µM]	-1%	-7%	37%	0%	-3%	5%	-7	-7%
Cc1ccc(C)c(SCC(=O)OCC(=O)Nc2ncc(C(F)(F)F)cc2Cl)c1	1%	-6%	0%	-4%	-5%	-2%	-7%	0%	0%	-16	-7%
CC1C(=O)OC(c2ccc(Cl)cc2)C(C)(C)C1=O (centres undefined)	-5%	1%	2%	1%	-4%	4%	x	4%	-3%	6	6%
O=C(O)c1cc(S(=O)(=O)Nc2ccc3c(c2)OCCO3)c(Cl)cc1Cl	9.2µM*	-4%	u	2%	16%	u	-1%	11%	4%	2	-1%
CCOC(=O)c1nn(-c2ccccc2)c(C(=O)OCC)c1N	2%	-3%	2%	-3%	-5%	1.3µM*	0%	2%	-1%	14	-8%
O=Cc1c(NCc2ccccc2Cl)c2ccccc2[nH]c1=O	1%	16%	-1%	-4%	x	5%	2%	-4%	-1%	-1	22%
Cc1ccc2c(c1)c(C)cc[n+]2Cc1ccccc1	-9%	-72%	5%	-20%	1%	u	4%	-4%	-27%	4	-23%
CC1C(=O)N2CCCc3cc(NC(=O)c4ccccc4F)cc1c32 (centres undefined)	u	-56%	-24%	-4%	1%	x	x	x	0%	12	x
Cc1ccc2nc(-c3ccccc3)c(CN3CCOCC3)n2c1	2%	-5%	-17%	-1%	7%	4%	-2%	u	3%	11	-10%

These rows are one share of the data; count on the stated rates, not on these rows.
